High-throughput results as filed in PubChem.
proCasp7 act – counter-screen: procaspase-7 (human) activation. AID 463210. activation, % at 8.5 µM. P55210. actives 0.093% (n = 330,000). recombinant procaspase-7, Ac-DEVD-pNA absorbance 405 nm; D23A/D198A/D206A triple mutant, cannot self-cleave; scale: DMSO 0, 5 µM enzyme 100;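 active = percent activation above the screen-wide mean plus 3 SD, cut at about 25% in these data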
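Assay system – Uncleavable procaspase-7 mutant enzyme · Quantity – 2 µM procaspase-7 mutant as dispensed · Times – 1 h preincubation, 2 h reaction · Dosing – single nominal 8.5 µM compound dose, 0.8% DMSO final · Buffer or medium – Zinc-free 50 mM HEPES buffer, pH 7.4, with NaCl and Triton X-100 · Detection – Epi-absorbance of released pNA at 405 nm, two timepoints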
GRK2 aptamer HTS – human GRK2 inhibition via aptamer displacement. bead flow cytometry, FAM-aptamer displacement from GRK2. inhibition of aptamer binding, % at 10 µM. P25098. actives 0.59% (n = 330,000);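 active = inhibition of aptamer binding above 40%, roughly 3 SD of noise, on plates passing a quality check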;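 note: median bead fluorescence of bound FAM aptamer so fluorescent compounds give negative values; no value below 0 was filed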
VLA-4 inh – inhibition in a human VLA-4 binding assay; actives 0.2% (n = 330,000); VLA-4 expressing cells, ligand binding flow cytometry; P13612; inhibition, % (about 7 µM as worked out from the volumes in the protocol); AID 2557; in the data active = inhibition above about 50%
CTSL1 counter – counter-screen for PFM18AAP inhibitors: inhibitors of F. hepatica cathepsin L1. inhibition, % at 5.96 µM. actives 0.49% (n = 300,000). recombinant F. hepatica cathepsin L1, Z-Leu-Arg-MCA fluorescence. AID 1906;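 active = inhibition above the mean of all tested compounds plus 3 SD, set per screening campaign, cut at about 17% in these data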;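 note: 0% = plate median of test compound wells and 100% = 1 µM Z-Phe-Ala-diazomethylketone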
GASC-1 inh – blocks human GASC-1 demethylase activity | Q9H3R0 | GST-JMJD2C(1-420) H3K9me3 demethylation, DELFIA europium | inhibition, % at 2.35 µM | actives 0.069% (n = 330,000);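 active = more than half of a compound's replicate wells show inhibition beyond 50%, single wells judged on their own value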;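 note: signal counts dimethyl H3K9 product captured on neutravidin plate; 0% = median of DMSO wells and 100% = 0.3 times that DMSO median; strong numbers were not always called active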
Target sequence (Q9H3R0 1-420 limits assumed): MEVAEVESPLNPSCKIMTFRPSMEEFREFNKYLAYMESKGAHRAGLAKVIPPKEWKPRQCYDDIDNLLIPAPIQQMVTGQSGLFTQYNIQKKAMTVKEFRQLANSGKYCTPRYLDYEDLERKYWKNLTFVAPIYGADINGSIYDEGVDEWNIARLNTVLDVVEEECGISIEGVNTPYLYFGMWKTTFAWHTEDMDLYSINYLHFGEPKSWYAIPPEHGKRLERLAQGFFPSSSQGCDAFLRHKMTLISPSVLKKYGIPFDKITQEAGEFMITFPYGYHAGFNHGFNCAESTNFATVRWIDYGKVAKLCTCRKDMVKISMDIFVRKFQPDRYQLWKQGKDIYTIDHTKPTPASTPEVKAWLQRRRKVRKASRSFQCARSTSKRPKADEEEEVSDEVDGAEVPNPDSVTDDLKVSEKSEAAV
core dimer inh – blocks dimerization of HCV core protein; TR-FRET GST/Flag-core106 dimerization, 1536-well; inhibition, % at 5 µM; actives 0.33% (n = 300,000);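 active = inhibition above the mean of all tested compounds plus 3 SD, set per screening campaign, cut at about 45% in these data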
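Assay system: GST-tagged and Flag-tagged HCV core protein residues 1-106 / Times: compound-protein-antibody incubation 4 h at 22.5 °C / Signal: time-resolved FRET, ex 340 nm, em 617 and 671 nm / Evaluation: % inhibition based on acceptor/donor emission ratio / Benchmarks: wells lacking GST-core106 and wells with excess unlabelled core106 / Repeats: singlicate, one well per compound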
procasp3 activ – activators of human procaspase-3; recombinant procaspase-3 D3A, Ac-DEVD-pNA absorbance 405 nm; P42574; activation, % at 8.5 µM; actives 0.11% (n = 330,000);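 active = activation above the mean of all tested compounds plus 3 SD, cut at about 21% in these data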;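 note: 0% = DMSO alone and 100% = DMSO wells spiked with extra 5 µM PC-3 D3A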
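Assay system: Procaspase-3 D3A mutant, all three cleavage aspartates alanine. Buffer or medium: Zinc-free HEPES saline buffer with Triton X-100. Times: 1 h compound preincubation, 2 h substrate hydrolysis at 25 °C. Measured by: 405 nm absorbance of p-nitroaniline, reads at 0 and 120 min. Read-out basis: percent activation relative to control range. Replicates: singlicate.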
PP1 inh – PP1-alpha (human) inhibition in PP5 counter-screen; AID 2235; inhibition, % at 6.7 µM; P62136; actives 0.9% (n = 320,000); purified PP1alpha, OMFP fluorescence;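 active = inhibition above the mean inhibition of all tested compounds plus 3 SD, computed separately for each screening campaign, cut at about 15% in these data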
PP5 inh – PP5 (human) phosphatase inhibition; purified PP5c, OMFP substrate fluorescence; inhibition, % at 6.7 µM; actives 0.18% (n = 320,000); P53041;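 active = inhibition above the campaign's mean inhibition across all tested compounds plus 3 SD, cut at about 9.5% in these data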;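 note: 0% = DMSO only and 100% = 100 µM cantharidin control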
Target sequence (P53041 whole entry, looked up): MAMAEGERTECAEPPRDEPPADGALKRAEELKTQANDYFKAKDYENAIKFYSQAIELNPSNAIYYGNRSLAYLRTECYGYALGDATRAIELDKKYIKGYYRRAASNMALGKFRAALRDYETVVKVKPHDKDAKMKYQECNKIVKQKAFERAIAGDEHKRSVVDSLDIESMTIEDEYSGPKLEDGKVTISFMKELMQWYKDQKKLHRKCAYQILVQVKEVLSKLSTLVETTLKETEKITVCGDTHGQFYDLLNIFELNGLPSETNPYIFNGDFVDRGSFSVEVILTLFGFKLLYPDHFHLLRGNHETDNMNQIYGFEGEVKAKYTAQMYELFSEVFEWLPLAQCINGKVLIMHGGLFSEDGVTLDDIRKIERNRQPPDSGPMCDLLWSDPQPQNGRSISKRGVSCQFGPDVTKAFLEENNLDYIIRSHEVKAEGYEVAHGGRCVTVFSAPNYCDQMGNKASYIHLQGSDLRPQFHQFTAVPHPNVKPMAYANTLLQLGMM
The depositor's hits bear a star; . = not tested or not shown; & = joins results of further samples.

SMILES | proCasp7 act | GRK2 aptamer HTS | VLA-4 inh | CTSL1 counter | GASC-1 inh | core dimer inh | procasp3 activ | PP1 inh | PP5 inh
COc1cc(/C=N/N2C(=O)c3ccccc3C2=O)ccc1O | 0 | 0 | -17 | -5 | -3 | -10 | -9 | 4 | 1.9
COC(=O)c1ccccc1NC(=O)CNc1cc(Cl)ccc1N1CCOCC1 | 11 | 2 | -2 | -2 | -4 | 2 | 4 | 2 | 4.7
COc1ccc(C(=O)c2ccc(N3CCOCC3)c([N+](=O)[O-])c2)cc1 | 2 | 3 | 5 | 0 | -9 | -4 | 4 | 5 | 4.1
COC(=O)C[N+](C)(C)C/C=C\c1ccccc1 | -4 | 4 | -2 | -4 | 6 | 2 | 0 | -4 | -0.5
C=CCN(C(=O)CNC(=O)c1ccco1)C(C(=O)NC1CCCCC1)c1ccccc1F (stereo not drawn) | 10 | 0 | 8 | -1 | -37&12 | -2 | -2 | -3 | -0.7
CC(=O)c1cc(-c2ccccc2)n(CC(=O)N2CCC(C)CC2)c1C | -3 | 0 | 17 | 3 | 0 | -2 | -3 | -3 | 4.4
COc1ccc(Nc2nc(Nc3ccc(OC)cc3)nc(-n3[nH]c(=O)c(C)c3C)n2)cc1 | 11 | 0 | -10 | 0 | -2 | 4 | 6 | 23* | 1.1
Cc1cc(NC(=O)Cc2cn3ccsc3n2)n(-c2ccccc2)n1 | -2 | 1 | 1 | -2 | -7 | -2 | 7 | -2 | 2.1
Cc1ccc(C)c(NC(=O)CSc2nc(=O)n(CCN3CCOCC3)c3c2CCCC3)c1 | 13 | 1 | -6 | -1 | 22 | 0 | 4 | -6 | -1.0
CCc1ccc(-n2c(SCc3cc(=O)n4cc(Br)ccc4n3)nc3[nH]ncc3c2=O)cc1 | 10 | 2 | 7 | 1 | 2 | 39 | 3 | 5 | -0.3
CNC(C)C(=O)NC(C(=O)N1CCCC1C(=O)Nc1ccc2ncccc2c1)C(C)C (stereo not drawn) | -5 | 7 | 24 | . | -2 | . | 0 | 7 | 1.7
COc1ccc(CNC(=O)C(c2cccc(C)c2)N(C(=O)c2csnn2)C2CC2)cc1 (stereo not drawn) | 5 | 1 | 1 | 0 | -4 | 10 | 4 | 2 | -1.6
COC(=O)c1ccccc1NC(=O)C(C)c1ccc([N+](=O)[O-])cc1 (stereo not drawn) | 6 | 0 | -5 | -1 | 17 | -4 | -3 | -2 | 4.1
Nc1cc(=O)[nH]c(=S)n1-c1cccc(C(F)(F)F)c1 | 6 | 1 | -1 | 0 | 0 | -3 | 2 | -1 | 1.8
CC(C)C[C@@H](CSc1ccc(Br)cc1)N1CCN(C)CCC1=O | 1 | 2 | 28 | 1 | 9 | -15 | 2 | 2 | 1.3
CCC(C)(C)NC(=O)/C=C/c1cnc2ccccc2n1 | -5 | 8 | 3 | 0 | 7 | 2 | -3 | -2 | 3.7
CCOC(=O)C1CCCN(CCC(=O)Nc2cc(C)cc(C)c2)C1 (stereo not drawn) | 8 | 0 | 18 | -3 | -17 | 5 | 1 | -2 | -3.6
COc1ccc(C(=O)Nc2nnc(SCC(=O)NCc3ccco3)s2)cc1OC | -1 | 0 | -9 | 1 | 2 | 3 | -2 | 1 | 2.3
CCOC(=O)N1CCN(C(=O)c2ccc3c(c2)NC(=O)C(N2CCOCC2)S3)CC1 (stereo not drawn) | 13 | 0 | -9 | -6 | 4 | 0 | -3 | -2 | 0.0
Cc1ccccc1N=C1SCC(=O)N1Cc1ccccc1 | 4 | 1 | 19 | 4 | -3 | 7 | 13 | -1 | -0.4
CCC(=O)Nc1cccc(-c2ccc(N3CCN(C)CC3)nn2)c1 | 9 | 0 | 14 | -6 | -1 | -9 | 11 | 1 | 2.1
CC1CCCCN1C(=O)CSc1nc(-c2ccccc2)cc(=O)[nH]1 (stereo not drawn) | -5 | 0 | 0 | 2 | -7 | 2 | 4 | -1 | -1.5
COC(=O)/C=C/c1ccc2c(c1)OCO2 | 10 | 0 | 28 | 1 | -1 | 0 | -3 | -2 | -1.6
O=C(NCc1cccc(F)c1)c1cccc2c1C(=O)c1ccc(N3CCOCC3)cc1S2(=O)=O | 8 | 1 | 0 | . | 7 | . | -3 | . | .
N#Cc1c(N2C(=O)Nc3ccccc3N2O)sc2c1CCCC2 | 3 | 0 | 22 | 1 | -4 | 2 | 2 | 0 | -2.1
Cc1cccc(C2NC(c3cccc(C)c3)C(C)C(=O)C2C)c1 (stereo not drawn) | -6 | 0 | 30 | -1 | 6 | -2 | -1 | 0 | 2.7
Cc1noc(C)c1COc1ccc(C(=O)NCCc2ccc(S(N)(=O)=O)cc2)cc1 | 6 | 6 | -2 | -3 | 7 | -2 | 6 | -5 | 1.7
Cc1cc(C(=O)N2CCN(c3ncccn3)CC2)c2cc(F)ccc2n1 | 8 | 0 | 2 | -2 | -15 | -1 | 10 | 0 | -0.6
Cc1cc(C)c(NS(=O)(=O)c2ccc(NC(=O)c3cccs3)cc2)c(C)c1 | 0 | 0 | -6 | -2 | 4 | -1 | 7 | 1 | 5.3
CC(=O)N1CCN(C(=O)CCc2nc3sc4c(c3c(=O)[nH]2)CCCC4)CC1 | 0 | 2 | 12 | -1 | -7 | 3 | 5 | -1 | -1.1

Whole records, quoted from the list.
COc1ccc(C(=O)Nc2nnc(SCC(=O)NCc3ccco3)s2)cc1OC as listed: proCasp7 act = -1; GRK2 aptamer HTS = 0; VLA-4 inh = -9; CTSL1 counter = 1; GASC-1 inh = 2; core dimer inh = 3; procasp3 activ = -2; PP1 inh = 1; PP5 inh = 2.3
COC(=O)/C=C/c1ccc2c(c1)OCO2 as listed: proCasp7 act = 10; GRK2 aptamer HTS = 0; VLA-4 inh = 28; CTSL1 counter = 1; GASC-1 inh = -1; core dimer inh = 0; procasp3 activ = -3; PP1 inh = -2; PP5 inh = -1.6
CC1CCCCN1C(=O)CSc1nc(-c2ccccc2)cc(=O)[nH]1 (stereo not drawn) as listed: proCasp7 act = -5; GRK2 aptamer HTS = 0; VLA-4 inh = 0; CTSL1 counter = 2; GASC-1 inh = -7; core dimer inh = 2; procasp3 activ = 4; PP1 inh = -1; PP5 inh = -1.5

A few values from above:
`CCC(=O)Nc1cccc(-c2ccc(N3CCN(C)CC3)nn2)c1` in CTSL1 counter: -6
`N#Cc1c(N2C(=O)Nc3ccccc3N2O)sc2c1CCCC2` in CTSL1 counter: 1
`Cc1noc(C)c1COc1ccc(C(=O)NCCc2ccc(S(N)(=O)=O)cc2)cc1` in PP1 inh: -5

Taken from the results shown (two entries):
SMILES | proCasp7 act | GRK2 aptamer HTS | VLA-4 inh | CTSL1 counter | GASC-1 inh | core dimer inh | procasp3 activ | PP1 inh | PP5 inh
Cc1cc(C)c(NS(=O)(=O)c2ccc(NC(=O)c3cccs3)cc2)c(C)c1 | 0 | 0 | -6 | -2 | 4 | -1 | 7 | 1 | 5.3
CC(=O)N1CCN(C(=O)CCc2nc3sc4c(c3c(=O)[nH]2)CCCC4)CC1 | 0 | 2 | 12 | -1 | -7 | 3 | 5 | -1 | -1.1

Following part:
SMILES | proCasp7 act | GRK2 aptamer HTS | VLA-4 inh | CTSL1 counter | GASC-1 inh | core dimer inh | procasp3 activ | PP1 inh | PP5 inh
CCOc1ccccc1N1CCN(CC(=O)NC(=O)NCc2ccco2)CC1 | 0 | 0 | 3 | 4 | -12 | 1 | 1 | 0 | -0.8
CC1CCCCN1CCCNC(=O)c1ccc(N2CCCC2=O)cc1 (stereo not drawn) | -1 | 0 | -1 | 2 | -1 | -6 | 0 | -5 | -2.2
Cc1nc(Nc2ccccc2F)c2oc3ccccc3c2n1 | -2 | 6 | 8 | -2 | -18 | -5 | 3 | 2 | 3.3
COc1ccc(S(=O)(=O)N2CCN=C2SCc2cccc(C)c2)cc1 | 3 | 3 | -23 | -1 | 6 | 15 | -4 | 1 | 3.2
O=C(COC(=O)C1=NN(c2ccccc2)C(=O)CC1)Nc1nc(-c2ccc(F)cc2)cs1 | 17 | 0 | 0 | . | 5 | . | 10 | . | .
O=C(O)Cc1ccc(-c2ccccc2)cc1 | 4 | 1 | 2 | . | -11 | . | 2 | . | .
CCOc1ccc(C(=O)Nc2ccc(N3CCCC3)cc2)cc1 | -10 | 0 | -9 | 1 | -4 | 6 | -1 | 8 | 0.8
CC(c1nc2ccccc2c(=O)[nH]1)N1CCCN(S(=O)(=O)c2ccc(F)cc2)CC1 (stereo not drawn) | 4 | 1 | -10 | . | -1 | . | 0 | 0 | 2.4
CCCCNC(=O)COC(=O)c1ccc(NS(=O)(=O)c2ccc3c(c2)OCCO3)cc1 | 3 | 0 | 7 | 0 | -7 | 8 | 4 | 0 | -0.3
Nc1nc(Nc2ccccc2)nc(C(F)(F)F)n1 | 1 | . | 0 | -4 | -3 | -5 | -7 | 2 | -0.8
O=C1c2ccc(-c3ccc4c(c3)C(=O)N(CCO)C4=O)cc2C(=O)N1CCO | 7 | 5 | -4 | 14 | 3 | 2 | 3 | 2 | -1.1
Cc1ccc(CNC(=O)Cn2c(=O)c3sccc3n(Cc3cccc([N+](=O)[O-])c3)c2=O)cc1 | -4 | 0 | 0 | -1 | 3 | 10 | 5 | 0 | 1.3
CCS(=O)(=O)N1CCC(C(=O)Oc2ccccc2)CC1 | -3 | 4 | 10 | -4 | -8 | -6 | 7 | -1 | 3.6
CCOC(=O)[C@@H]1[C@H]2COc3ccccc3[C@H]2N2C(=O)N(c3ccc(Br)cc3)C(=O)[C@]12C | 2 | 2 | 14 | . | 0 | . | 0 | . | .
Cc1ccccc1NC(=S)NC(C)C(c1ccccc1)N1CCN(C)CC1 (stereo not drawn) | -4 | 0 | -4 | -1 | -7 | -3 | -9 | 1 | 0.2
CC(C)=C1SC(N2CCN(c3cccc(Cl)c3)CC2)=NC1=O | 4 | 1 | -4 | -1 | 0 | 3 | -2 | 0 | 1.6
O=C(NCC1CCCO1)c1ccccc1NS(=O)(=O)c1ccc(F)cc1 (stereo not drawn) | -2 | 0 | 4 | . | 2 | . | -2 | -5 | 1.9
